# Compound activity as filed in PubChem.
# APJ antag – APJ receptor antagonism; inhibition, % at 20 µM; CHO-K1 APJ beta-arrestin complementation, luminescence; P35414; 330,000 tested, 0.32% active; AID 2521;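 active = inhibition above about 40% at 20 µM, limit read from the data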;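 note: cells challenged with 10 nM apelin-13 agonist together with compound; plate controls were apelin-13 plus DMSO wells for no effect and DMSO wells lacking apelin-13 for full effect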
# Target sequence (P35414 whole entry, looked up): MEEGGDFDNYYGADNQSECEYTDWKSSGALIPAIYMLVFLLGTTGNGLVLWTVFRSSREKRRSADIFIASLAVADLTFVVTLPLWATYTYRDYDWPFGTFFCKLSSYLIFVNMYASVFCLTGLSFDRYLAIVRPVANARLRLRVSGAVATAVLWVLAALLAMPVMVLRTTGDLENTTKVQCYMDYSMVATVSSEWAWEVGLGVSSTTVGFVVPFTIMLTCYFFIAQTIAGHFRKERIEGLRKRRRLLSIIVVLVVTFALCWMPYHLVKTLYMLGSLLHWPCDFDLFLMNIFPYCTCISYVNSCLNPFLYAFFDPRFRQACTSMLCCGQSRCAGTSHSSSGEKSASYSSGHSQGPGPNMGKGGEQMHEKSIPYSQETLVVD
# beta cell repl – induces beta-cell replication in MIN6 cells. AID 2380. 330,000 tested, 0.29% active. MIN6 cells proliferation, ATPlite luminescence, 48 h; cells starved in 0.2% serum; 100% = growth in 10% serum. proliferation, % at 10 µM;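 active = compounds whose signal lies at least 3.5 SD above the mean of all wells on their plate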;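 note: 0% = DMSO-treated cells in low-serum medium and 100% = 10% serum control; some compounds called inactive have numbers as strong as hits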
# NR3A LBD binder – modulates the human NR3A ligand-binding domain | NR3A LBD differential scanning fluorimetry, Tm shift; 0% = protein alone, 100% = glycine-bound protein | Tm shift relative to glycine control, % at 25 µM | 340,000 tested, 2.5% active | AID 1259313;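 active = melting temperature shift of at least 10% of the positive control shift, at one fixed dose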
# tim10-1 inh – tim10-1 yeast growth inhibition | S. cerevisiae tim10-1 ts strain growth, BacTiter-Glo, 24 h | inhibition, % at 20 µM | 330,000 tested, 2.2% active;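 active = inhibition of at least 40%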;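 note: mutant grown at 25 °C; 0% = DMSO wells with yeast and 100% = wells holding no yeast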
# TIM10 inh – TIM10 yeast growth inhibition. S. cerevisiae TIM10 strain growth, BacTiter-Glo luminescence, 24 h. AID 463195. 330,000 tested, 1.4% active. inhibition, % at 10 µM;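 active = inhibition of 40% or more at the single tested concentration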;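 note: wild-type TIM10 isogenic control strain grown at permissive 25 °C; 0% = DMSO yeast wells and 100% = minimal medium wells without yeast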
# APJ agonist – agonists of human APJ apelin receptor; 330,000 tested, 0.11% active; CHO-K1 APJ PathHunter beta-arrestin, luminescence; 0% DMSO wells, 100% apelin; activation, % at 20 µM; AID 2520;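 active = activation more than six SD over the plate average, tested at 20 µM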;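 note: 0% = DMSO alone and 100% = apelin-13 at 10 nM; some results filed as inactive read as strong as hits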
#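 Assay system – PathHunter CHO-K1 APJ (AGTRL-1) beta-arrestin reporter cells · Compound – one dose, 20 µM compound, 1% DMSO · Timing – compound 90 min 25 °C, reagent 1 h · Measured by – luminescence from split beta-galactosidase complementation, Galacton Star/Emerald II substrate · Measure – beta-arrestin recruitment to APJ as agonist activity, luminescent signal · Benchmarks – DMSO vs Apelin-13 10 nM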
# MPTP block – permeability transition pore inhibition. isolated mouse mitochondria, Ca2+ swelling absorbance, 30 min. inhibition, % at 10 µM. 360,000 tested, 1.4% active;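 active = inhibition of 50% or more, scaled per plate between neutral and stimulator controls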;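 note: 0% = DMSO wells given calcium and 100% = 1 mM EGTA wells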
# tim23-1 inh – growth inhibitors of tim23-1 mutant yeast; S. cerevisiae tim23-1 growth, BacTiter-Glo luminescence, 24 h; inhibition, % at 20 µM; 330,000 tested, 1.3% active; AID 463212;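 active = growth inhibition of the mutant yeast at or above 50%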;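 note: temperature-sensitive mutant grown at 25 °C; plate controls were DMSO-treated mutant yeast for no effect and medium wells lacking yeast for full effect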
# NALP3 yeast inh – blocks the NALP3 inflammasome reconstituted in yeast; AID 2825; 330,000 tested, 0.39% active; inhibition, % at 10 µM; Yeast reconstituted NLRP3/ASC/caspase-1, beta-gal luminescence, 24 h;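 active = inhibition of 50% or more; inactive = inhibition below 50%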;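 note: plate controls were induced DMSO wells for no effect and uninduced yeast grown without galactose for full effect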
# An asterisk follows results filed as active; . = no result given.
SMILES,APJ antag,beta cell repl,NR3A LBD binder,tim10-1 inh,TIM10 inh,APJ agonist,MPTP block,tim23-1 inh,NALP3 yeast inh
O=C(Oc1ccc(NC(=O)c2cc3c(cc2Br)OCO3)cc1)c1ccccc1,-13.6,-1.9,0.5,-12.1,-33.3,5.2,-2.1,-8.0,17.1
O=C(CC1Sc2ccccc2NC1=O)NNC(=O)Nc1ccc(Cl)cc1 (centres undefined),-0.4,-1.7,2.1,-28.1,-19.5,1.3,1.1,-4.2,18.5
O=C(COC(=O)c1cccc(O)c1)c1ccccc1,18.5,5.7,-1.0,-6.5,6.0,-3.1,-2.2,-2.5,10.0
COC(=O)CC1=C(C(=O)OC)C(c2cccc(OCC(N)=O)c2)C(C#N)=C(N)O1 (centres undefined),-15.3,-2.5,-0.8,7.3,8.3,-2.2,2.1,11.6,-1.3
O=C(NNC(=O)c1ccccc1O)c1cc2ccccc2o1,-7.8,-3.8,-5.8,28.4,15.6,3.1,0.9,14.6,12.5
COc1ccc(NS(=O)(=O)c2cc(NC(=O)CC(=O)c3ccc([N+](=O)[O-])cc3)ccc2C)cc1,12.9,-0.7,24.0*,9.9,19.3,-2.7,73.0*,-0.3,16.8
CSCc1ccc(C(=O)N2CCCC(Nc3ccc4c(c3)OCCO4)C2)o1 (centres undefined),-6.3,-0.6,2.3,27.0,18.8,-1.2,0.1,20.2,-7.3
CN(c1ccc(OCC(=O)N2CCCCC2)cc1)S(=O)(=O)c1cccs1,5.5,-2.9,-2.4,-46.7,-33.8,-0.1,-5.0,-19.7,7.6
O=C(NCC1CCCO1)c1nn2c(C(F)(F)F)cc(-c3cc(Br)cs3)nc2c1Br (centres undefined),11.3,0.0,0.5,-7.3,5.3,6.7,0.4,4.9,13.0
COc1c(O)cc2c(c1O)C(=O)CC(c1ccccc1)O2 (centres undefined),-75.3,-1.4,.,28.2,8.8,-7.1,.,43.8,19.5
CCOC(=O)c1ccc(N2C(=O)CC(N(C)CCc3ccc(OC)c(OC)c3)C2=O)cc1 (centres undefined),2.3,-1.6,1.6,35.3,43.3*,-0.4,-1.4,35.8,24.9
O=C(c1ccc(F)cc1)C1CCN(Cc2ccc(F)cc2)CC1,-13.0,1.6,0.0,-10.1,-5.9,-0.7,0.2,-5.7,25.2
Cc1ccc(SC(C)C(=O)NCCC2=CCCCC2)cc1 (centres undefined),2.7,-2.1,3.5,7.5,16.1,-2.2,5.9,14.3,6.2
COc1cccc(N2CCN(C(=O)c3ccc(CS(=O)Cc4ccc(Cl)cc4)o3)CC2)c1 (centres undefined),-47.2,-1.1,0.9,15.3,0.5,-5.6,-0.3,4.6,12.2
CCOc1ccc(/C=N/OCC(=O)Nc2cc(S(=O)(=O)N3CCOCC3)ccc2OC)cc1,-1.4,0.8,-0.4,7.3,-13.1,1.3,2.5,-24.7,5.3
COc1ccc(N(C(=O)Cn2nnc(-c3ccc(Cl)cc3)n2)C(C(=O)NCC2CCCO2)c2ccc(C)cc2)cc1 (centres undefined),-4.8,-4.4,3.8,7.9,6.4,-4.1,-3.9,-0.7,14.1
Cc1ccc(NC(=O)NCC(c2cccnc2)N2CCOCC2)cc1 (centres undefined),27.2,-3.0,0.6,17.4,7.1,5.1,-0.2,16.1,7.6
COC1=CC(=O)C(O)=C(CCCCCCC/C=C/CCCCCCCC2=C(O)C(=O)C=C(OC)C2=O)C1=O,-63.4,-6.0,25.0*,43.0*,-2.4,-0.3,7.7,43.4,19.8
Cc1ccc(-c2csc3ncn(CC#N)c(=O)c23)cc1,9.4,1.3,-1.7,23.1,9.7,-2.6,1.0,8.0,16.0
O=C(NCc1ccco1)c1cc2ccc(O)cc2oc1=O,-1.1,-1.4,-1.4,54.6*,34.1,0.0,-0.3,43.7,1.2
O=C(CCCc1c[nH]c2ccccc12)NCc1ccc2c(c1)OCO2,0.2,-0.2,1.3,21.5,-3.1,-3.8,1.2,28.3,-5.7
CCc1c(C)sc(NC(=O)OC)c1C(=O)N1CCOCC1,-29.5,-1.1,-2.0,1.2,14.8,-0.6,-0.1,12.4,10.0
COc1ccc(/C=C2\SC(=NCc3ccccc3)NC2=O)cc1,5.2,-2.8,16.8*,14.4,13.0,-1.4,1.6,15.7,10.6
Cc1c(/C=N\NC(=O)c2csc3ccccc23)cnn1C,4.4,1.7,0.4,18.2,-5.9,-2.5,-1.0,2.1,-0.7
Cc1ccc(NC(=O)COC(=O)/C=C/c2ccccc2)cc1S(=O)(=O)N1CCOCC1,-35.1,-2.5,9.9,14.8,-3.3,-2.0,-1.3,11.1,22.3
O=C(CNC(=O)c1cccc(Br)c1)N/N=C/c1cc(Br)cc(Br)c1O,-0.2,-5.6,17.1*,28.4,31.8,-3.8,66.2*,40.1,13.5
COc1ccc(CNC(=O)CCCN2C(=O)NC3(CCCC3)C2=O)cc1,17.9,1.9,1.4,-16.1,-3.7,-1.3,0.1,-15.1,12.4
N#Cc1ccc(C23CC4CC(CC(C4)C2)C3)[nH]c1=O,1.9,0.1,0.8,17.5,-0.8,-2.4,0.4,18.6,12.1
C/C(=N\Nc1nccnc1Cl)c1ccc(F)cc1,1.6,-5.3,-0.9,-0.6,-5.8,0.4,-0.9,1.9,2.1
CC(=O)c1cccc(NC(=O)C2CCCN(S(C)(=O)=O)C2)c1 (centres undefined),21.6,-1.4,0.7,-11.6,6.8,-1.3,-1.2,1.2,13.5
CCN(CC(=O)Nc1c(F)cccc1F)C(=O)c1cccc(S(=O)(=O)N2CCCCCC2)c1,6.6,-0.4,-2.1,10.2,4.8,-3.0,0.2,16.9,9.3
COc1cc(NC(=O)COC(=O)CSc2ccc3ccccc3c2)c(C)cc1[N+](=O)[O-],2.2,0.0,9.7,34.9,16.5,0.7,0.3,11.9,-18.9
C=CCSc1nnc(-c2nnc(SCC=C)n2CC)n1CC,2.1,0.0,0.7,23.7,-4.3,-5.0,0.3,7.7,13.7
O=C(CNc1ccc(C(F)(F)F)cc1)Nc1cccc(S(=O)(=O)N2CCCC2)c1,3.6,-0.9,1.1,1.5,5.0,-3.2,3.9,-1.5,1.9
CC(C)n1c(SCC(=O)Nc2nc3ccccc3s2)nc2c1c(=O)n(C)c(=O)n2C,-3.5,-2.0,-11.6,18.9,23.0,4.7,0.5,9.3,14.2
CCCn1c(NCc2ccc3c(c2)OCO3)nc2ccccc21,-6.6,0.0,-13.1,-14.4,-2.6,-8.9,3.2,5.5,10.7
CC(=O)c1ccc(NC(=O)CSCCO)cc1,12.5,1.2,-0.5,10.7,2.1,-3.0,0.1,-20.1,7.7
Cc1cccc(-c2noc(CCCC(=O)NCC3CCCO3)n2)c1 (centres undefined),-21.9,0.7,-1.3,8.6,-14.4,-4.4,-0.2,-1.7,19.2
COC(=O)C1CCN(C(=O)c2ccc(NC(C)=O)cc2)CC1,7.6,2.0,-0.5,0.9,-8.2,-2.3,2.7,-1.2,-1.0
CC1CCCCN1S(=O)(=O)c1ccc(C(=O)Nc2sccc2C(N)=O)cc1 (centres undefined),3.9,-1.3,-5.9,11.0,5.8,-1.5,-1.1,9.6,14.7
CCN1CCN(c2nc3ccccc3nc2C(C#N)C(=O)OCc2ccccc2)CC1 (centres undefined),-5.0,-3.9,-1.7,10.7,16.2,-0.2,-6.5,-1.0,13.6
Cc1nc2cc(F)ccc2n1C1CCN(C(=O)c2ccc(F)cc2F)CC1,-3.6,-5.1,4.0,15.9,0.8,-1.1,0.5,14.5,17.3
O=C(NC1CCSC1=O)c1ccc(Oc2cccc(C(F)(F)F)c2)nc1 (centres undefined),-9.5,3.1,-1.3,-5.2,-12.2,0.8,2.4,9.2,21.5
O=C(CCN1c2ccccc2Sc2ccccc21)Nc1ccccc1,-9.0,-2.6,-1.4,35.2,26.8,-6.1,0.4,-4.0,17.1
NC(=O)CC(NC(=O)c1ccccc1)c1ccc(NCCN2CCCCC2)c([N+](=O)[O-])c1 (centres undefined),8.2,-6.0,3.5,0.1,7.1,3.2,-0.2,19.2,-5.1
O=C(N/N=C/c1ccco1)c1cccc([N+](=O)[O-])c1,0.6,0.8,0.3,-2.4,13.0,1.2,-0.7,8.1,11.0
O=C(NNS(=O)(=O)c1ccc(F)cc1)c1ccc2c(c1)OCO2,-5.1,2.2,0.6,1.1,-3.3,-0.5,0.6,3.1,13.9
COc1ccc2nc(N3CCCC(C(=O)NCCc4ccc(OC)c(OC)c4)C3)sc2c1 (centres undefined),5.4,0.0,-1.9,15.0,19.9,1.0,-0.8,23.0,14.8
C=CCN(C(=O)CCC(=O)Nc1cc(C)on1)C(C(=O)NC1CCCC1)c1cccnc1 (centres undefined),-5.7,-1.7,0.9,0.8,2.6,-4.3,-0.8,-4.9,15.1
O=C(Nc1cccc2cccnc12)c1cccc(Cl)c1,15.8,-3.1,4.2,20.4,13.6,-4.3,1.1,26.4,5.7

# Following part.
SMILES,APJ antag,beta cell repl,NR3A LBD binder,tim10-1 inh,TIM10 inh,APJ agonist,MPTP block,tim23-1 inh,NALP3 yeast inh
COc1c(Br)cc(Br)cc1/C=N/n1c(C)nnc1C,8.1,-2.9,0.3,33.4,19.2,-5.1,1.2,31.2,-14.8
CCCOc1cc(NCc2ccccc2)c2ncn(C(C)C)c2c1,0.5,-7.3,6.9,11.7,17.8,-1.3,0.5,48.0,23.6
CCOc1ccccc1NC(=O)NCCc1c[nH]c2ccccc12,-5.3,-4.8,5.5,23.6,-1.2,-4.9,1.5,31.4,13.6
COc1ccc(S(=O)(=O)N(CC(=O)NCC2CCCO2)c2ccc(F)cc2)cc1OC (centres undefined),-1.8,0.4,2.3,3.6,-4.8,-0.9,-0.5,3.0,-8.5
CCN(CC(=O)Nc1ccccc1C(F)(F)F)C(=O)CCS(=O)(=O)c1ccc(Cl)cc1,0.3,-0.2,-0.9,15.2,13.1,-6.2,-0.8,-0.3,7.4
COc1ccc(C2CC(c3cc(OC)ccc3OC)n3nnnc3N2)cc1 (centres undefined),-7.5,2.1,0.3,12.8,7.8,-3.1,-2.6,13.5,10.6
COc1ccc(OC)c(S(=O)(=O)N2CCC(C(=O)NCCC3=CCCCC3)CC2)c1,-8.7,0.4,0.8,33.2,27.3,-2.7,1.7,23.2,1.8
O=C(Cc1ccccc1)N/N=C/c1cccn1-c1ccc([N+](=O)[O-])cc1,5.1,0.0,-3.9,31.5,9.9,0.0,0.9,10.5,20.8
CCOc1cc(C(=O)NCCCNC(=O)c2cc(OCC)c(OCC)c(OCC)c2)cc(OCC)c1OCC,-8.3,-1.9,-3.7,7.4,-13.1,0.6,4.3,-2.0,4.5

# Among those listed so far, 4 have bromine.
SMILES,APJ antag,beta cell repl,NR3A LBD binder,tim10-1 inh,TIM10 inh,APJ agonist,MPTP block,tim23-1 inh,NALP3 yeast inh
O=C(Oc1ccc(NC(=O)c2cc3c(cc2Br)OCO3)cc1)c1ccccc1,-13.6,-1.9,0.5,-12.1,-33.3,5.2,-2.1,-8.0,17.1
O=C(NCC1CCCO1)c1nn2c(C(F)(F)F)cc(-c3cc(Br)cs3)nc2c1Br (centres undefined),11.3,0.0,0.5,-7.3,5.3,6.7,0.4,4.9,13.0
O=C(CNC(=O)c1cccc(Br)c1)N/N=C/c1cc(Br)cc(Br)c1O,-0.2,-5.6,17.1*,28.4,31.8,-3.8,66.2*,40.1,13.5
COc1c(Br)cc(Br)cc1/C=N/n1c(C)nnc1C,8.1,-2.9,0.3,33.4,19.2,-5.1,1.2,31.2,-14.8
